High-throughput results deposited in PubChem by National Center for Advancing Translational Sciences (NCATS).
Giardia killer: kills Giardia lamblia; Giardia lamblia trophozoite viability; activity change, % at 7.66 µM, hits read low; 0.15% of 340,000 active; in the data active means activity change below about -80%; inconclusive means between about -30% and that limit;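 further: parasites exposed to compound for two days anaerobically before the ATP read; on the % scale 0 is the no-effect control and ±100 the full control effect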
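Each well holds 100 Giardia trophozoites and compound. After two days (48 hrs) at 37 deg C in anaerobic conditions, ATP is quantified by luminescence.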
USP2a inh: inhibitors of human ubiquitin-specific protease USP2a; 0.01% of 330,000 active; AID 463254; Potency, µM (highest dose often 38.3 µM), without a hit: top-dose activity change, negative = inhibition, actives largely listed as inhibitors; USP2 core, Ub-CHOP2 coupled fluorogenic reporter, 485/531; O75604;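 further: potency means the concentration at half of the fitted maximal effect; plate controls were DMSO wells for no effect and full inhibition by NEM control for full effect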
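Cell-free coupled assay: 10nM USP2 core preincubated 30min RT with compound in Tris-HCl pH 8.0/CaCl2/CHAPS buffer, then 25nM Ub-CHOP2 and 25nM reporter substrate; fluorescence (Ex 485/Em 531) read after 60min RT, normalized to NEM inhibition, concentration-response curves fitted.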
FBPA coupling cs: counter-screen for Giardia aldolase inhibitors: coupling enzyme system; AID 2472; coupling enzyme system counterscreen, AmpLite Red fluorescence; 0.67% of 290,000 active; activity change, negative = inhibition, % at 58.2 µM, hits read low; in the data active means activity change below about -30%; further: on the % scale 0 is the no-effect control and ±100 the full control effect
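Counterscreen of the coupled detection system alone, without aldolase: glyceraldehyde-3-phosphate coupling enzymes plus AmpLite Red readout. Compounds at 57.5 uM final, 10 min RT preincubation, 20 min RT reaction, fluorescence 525/598 nm.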
TRPV1 agonist: human TRPV1 agonism; Q8NER1; activation, % at 8.33 µM; TRPV1-expressing cells, Fluo-8 calcium influx, agonist mode; 0.19% of 320,000 active; in the data active means activation above about 80%; inconclusive means between about 30% and that limit; further: 0% is about no effect
Target sequence (Q8NER1 whole entry, looked up): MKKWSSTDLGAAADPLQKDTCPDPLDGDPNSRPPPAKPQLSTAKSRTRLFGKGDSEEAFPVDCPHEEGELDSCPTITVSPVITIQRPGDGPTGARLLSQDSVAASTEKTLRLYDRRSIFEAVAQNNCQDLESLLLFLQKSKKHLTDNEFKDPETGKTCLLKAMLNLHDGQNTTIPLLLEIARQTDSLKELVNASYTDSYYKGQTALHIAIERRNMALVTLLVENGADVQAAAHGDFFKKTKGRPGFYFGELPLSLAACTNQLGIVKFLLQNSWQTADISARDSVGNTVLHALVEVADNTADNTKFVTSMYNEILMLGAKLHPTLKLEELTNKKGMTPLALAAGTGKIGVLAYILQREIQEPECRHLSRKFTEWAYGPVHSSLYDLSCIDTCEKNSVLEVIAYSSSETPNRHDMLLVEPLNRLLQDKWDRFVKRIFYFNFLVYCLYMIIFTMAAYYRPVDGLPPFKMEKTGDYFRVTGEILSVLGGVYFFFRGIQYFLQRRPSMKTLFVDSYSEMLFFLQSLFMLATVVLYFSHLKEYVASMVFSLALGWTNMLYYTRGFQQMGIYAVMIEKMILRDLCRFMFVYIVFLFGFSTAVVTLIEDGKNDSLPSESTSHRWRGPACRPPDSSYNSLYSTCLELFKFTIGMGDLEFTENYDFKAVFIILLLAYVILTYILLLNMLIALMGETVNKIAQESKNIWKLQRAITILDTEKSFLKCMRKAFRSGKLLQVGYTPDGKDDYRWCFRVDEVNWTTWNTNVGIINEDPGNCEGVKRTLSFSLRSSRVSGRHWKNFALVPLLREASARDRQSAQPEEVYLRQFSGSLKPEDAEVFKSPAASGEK
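Fluo-8 calcium influx in TRPV1-expressing cells, kinetic read (ex 480/em 520 nm). Compound added and read 3 min for agonist activity, followed by capsaicin at EC20 final and 2 min further read for enhancement.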
GALK inhibitor: blocks human galactokinase activity; Purified GALK, Kinase-Glo residual ATP luminescence; 0.007% of 270,000 active; P51570; Potency, µM (titrated, usually from 57.5 µM), for inactives: at the top dose activity change, negative = inhibition, most hits filed as inhibitors; further: potency means the concentration at half of the fitted maximal effect; on the % scale 0 is the no-effect control and ±100 the full control effect
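Kinase-Glo Plus luminescence measured ATP left after a 1 h room-temperature reaction. The reaction used 5 nM GALK, 100 uM galactose and 35 uM ATP at pH 8.0 (20 mM HEPES, 5 mM MgCl2, 60 mM NaCl, 1 mM DTT, 0.01% BSA).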
KCNH2 3.1 inh: inhibitors of human KCNH2 3.1 potassium channel isoform; U2OS KCNH2 3.1, thallium flux FluxOr; active compounds read low; activity change, % (tested at about 1.8 µM); 0.95% of 340,000 active; AID 720553;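 active means maximum activity change below -70%; inconclusive means maximum activity change from -70% to -50%; inactive means maximum activity change above -50%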;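 further: thallium influx rate constant from kinetic fluorescence after stimulation buffer; on the % scale 0 is the no-effect control and ±100 the full control effect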
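Channel expression came from 3.1 mutant virus (1.77 x 10^8 /mL) applied to suspended U2OS cells for 4 h. Flux was tracked with FluxOr dye plus Red40 quencher, and kinetic rate constants normalized to controls.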
KCNH2 WT inh: blocks the wildtype human KCNH2 potassium channel; Q12809; U2OS, BacMam KCNH2, thallium flux FluxOr; active compounds read low; activity change, % at 1.84 µM; 0.37% of 340,000 active;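 active means maximum activity change below -70%; inconclusive means maximum activity change between -70% and -50%; inactive means maximum activity change above -50%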; further: on the % scale 0 is the no-effect control and ±100 the full control effect
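U2OS cells were transduced with wild-type KCNH2 virus (2.03 x 10^8 / mL) for 4 h at room temperature, then cultured overnight at 37 C. Thallium flux was read with FluxOr dye. Rate constants were normalized to DMSO controls.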
CXXC DNA block: inhibitors of human MLL CXXC domain-DNA interaction; Potency, µM (top dose mostly 115 µM), for inactives: at the top dose activity change, negative = inhibition, usual class: inhibitors; Q03164; MLL-CXXC / FITC-HOXA9 DNA fluorescence polarization; 0.037% of 290,000 active; active means well fitted inhibition curve with a large enough effect in the polarisation, with a control signal flat, not every such curve was filed as active; inconclusive means small, poorly fitted or top-dose-only effect, or effect the other way, or a change in a side signal; inactive means no such curve, though single readings can be large or run the other way; the % refers to the polarisation; further: potency means the concentration at half of the fitted maximal effect
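Purified MLL-CXXC (added from a 7 uM solution) was preincubated 5 min at ambient with pinned compounds in 50 mM Tris-HCl pH 7.5, 50 mM NaCl, 1 mM DTT, 0.05% BSA. Fluorescein-labeled HOX-A9 DNA (50 nM solution) followed, 30 min, then polarization read.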
PKM2 activator: increases activity of human pyruvate kinase M2. Potency, µM (highest dose often 57.5 µM), for inactives: at the top dose activation, usual class: activators. P14618. 0.34% of 260,000 active. purified PKM2, Kinase-Glo ATP luminescence, activation; response scale: 0% is enzyme alone, no compound. AID 1631; further: potency means the concentration at half of the fitted maximal effect; on the % scale 0 is the no-effect control and ±100 the full control effect; nearly all actives have a fitted effect of over 55% in size
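Purified hPK-M2 (>95%) run at intermediate activity with 0.1 mM ADP and 0.5 mM PEP in 50 mM imidazole pH 7.2, KCl, MgCl2; 1 h room temperature. ATP formed read by Kinase-Glo luminescence; normalized to uninhibited and no-enzyme controls.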
Menin MLL FP TR: inhibitors of human menin-MLL interaction, mutant MLL peptide | O00255 | Menin + Texas Red MLL mutant peptide, fluorescence polarization | Potency, µM (doses to about 61.6 µM), for the others: top-dose FP activity change, negative = inhibition, actives largely listed as inhibitors | 0.23% of 270,000 active | AID 1768; active means well fitted inhibition curve with a large enough effect in the polarisation, with a control signal flat, not every such curve was filed as active; inconclusive means small, poorly fitted or top-dose-only effect, or effect the other way, or a change in a side signal; inactive means no such curve, though single readings can be large or run the other way; the % refers to the polarisation; further: potency means the concentration at half of the fitted maximal effect; % of control where 0% means no effect; many of its hits are not listed in these tables
B2AR arrestin: recruits beta-arrestin to the human beta2-adrenergic receptor; P07550; 0.02% of 330,000 active; beta-arrestin recruitment to beta2AR, cell-based reporter; Potency, µM (highest dose often 46.1 µM), for inactives: at the top dose activation, actives largely listed as activators;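 further: potency means the concentration at half of the fitted maximal effect; 0% = DMSO controls and full agonism = EC100 isoproterenol or metaproterenol; nearly all actives have a fitted effect of over 65% in size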
* marks the source's active call; other numbers are inactive results; ? = inconclusive; / = no result given; [ ] = another dose, or the depositor's remark. Unless noted, the call rests on the fitted dose curve; in most records, active means well fitted curve in the direction sought with a large enough effect; inconclusive means small, poorly fitted or top-dose-only effect, or another doubt; inactive means no such curve, though single readings can be large; an effect the other way counts as inactive or inconclusive. These rows are one share of the data. The share of hits here may be higher or lower than overall.

The first 2 entries, ahead of the listing:
Value order – KCNH2 3.1 inh, Menin MLL FP TR, FBPA coupling cs, Giardia killer, CXXC DNA block, GALK inhibitor, KCNH2 WT inh, TRPV1 agonist, PKM2 activator, USP2a inh, B2AR arrestin
CCOc1c2c(nc3ccc(Cl)cc13)CCC2
 : -4, 0%, 1, -10, 7%, -1%, 10, 20, 2%, 0%, -1.2%
Cc1ccc2c(c1)N(CC(=O)NC1CCCc3ccccc31)C(=O)CO2 (stereo not given)
 : -30, -24%, 4, 6, -3%, -1%, -27, 3, 0%, 2%, -0.3%

The listing, repeating the preview:
Value order – KCNH2 3.1 inh, Menin MLL FP TR, FBPA coupling cs, Giardia killer, CXXC DNA block, GALK inhibitor, KCNH2 WT inh, TRPV1 agonist, PKM2 activator, USP2a inh, B2AR arrestin
CCOc1c2c(nc3ccc(Cl)cc13)CCC2
 : -4, 0%, 1, -10, 7%, -1%, 10, 20, 2%, 0%, -1.2%
Cc1ccc2c(c1)N(CC(=O)NC1CCCc3ccccc31)C(=O)CO2 (stereo not given)
 : -30, -24%, 4, 6, -3%, -1%, -27, 3, 0%, 2%, -0.3%
COc1ccc(C2CC(c3cccs3)=NN2S(C)(=O)=O)cc1OC (stereo not given)
 : 20, -14%, 1, -2, 3%, 0%, 2, 1, 12%, 3%, -0.4%
CCCN(CCC)CC(=O)Nc1cccc2c1OCO2
 : -1, /, 1, -2, 1%, -1%, 2, 5, -6%, 1%, 0.0%
CCOc1ccc(OCC)c(NS(=O)(=O)c2ccc3c(c2)n(C)c(=O)c(=O)n3C)c1
 : 7, -27%, -6, 6, 1%, 3%, -19, 2, -12%, 1%, -0.7%
COC(=O)C1=C(C(C)=O)C(c2ccc(C(=O)OC)cc2)n2nnnc2N1 (stereo not given)
 : -2, -6%, 1, -5, 14%, 1%, 6, -3, 2%, 2%, 0.1%
Cc1ccc(S(=O)(=O)N2CCC(C(=O)O)CC2)cc1
 : -3, -14%, 5, 1, -13%, 4%, 5, 3, -4%, -3%, 2.2%
COc1ccc2c3n([n+]([O-])c2c1)CCN=C3c1ccc(C)cc1
 : 3, /, /, -90*, /, /, 7, -2, /, -1%, 0.1%
CCN(CC)C(=O)CN(c1ccc2c(c1)OCO2)S(C)(=O)=O
 : -24, 4%, 1, 1, ?, 0%, -7, 3, -3%, 2%, -0.1%
Cc1c(C(=O)OCC(=O)Nc2ccc3c(c2)OCO3)cccc1[N+](=O)[O-]
 : -8, 15%, 0, -3, -3%, 1%, 2, 16, 10%, 4%, -1.4%
CN(C)CCNc1c2c(c(C#N)c3nc4ccccc4n13)CCCC2
 : 4, -20%, 1, 17, 16%, 1%, -9, 2, 6%, 1%, -0.2%
Cn1c(=O)c2c(nc(N3CCCCC3)n2C)n(C)c1=O
 : -4, -8%, 2, -4, -3%, 0%, 6, -7, -7%, -3%, 0.2%
CS(=O)(=O)c1ccc(N2CCN(C3CC(=O)NC3=O)CC2)cc1 (stereo not given)
 : 12, 8%, 1, -5, 3%, 0%, 0, -2, -8%, 0%, -0.4%
CCc1ccc2oc(=O)cc(CN3CCN(CCO)CC3)c2c1
 : 7, 0%, 1, 13, 1%, -1%, -4, 1, -1%, -1%, -0.7%
O=C(OCCN1CCOCC1)c1cccc(F)c1
 : 2, -9%, 1, -16, 7%, -2%, -5, 8, 9%, 3%, -1.8%
COC(=O)c1cccc(NC(=O)Cc2ccsc2)c1
 : 9, -1%, 1, 25, -7%, -1%, 19, ?, /, 4%, -0.3%
Cc1ccc(CN(C)Cc2cc(=O)oc3cc(C)c(Cl)cc23)cc1
 : -13, ?, 4, 22, 16%, -1%, -3, ?, /, -1%, 0.1%
COC(=O)c1sccc1NC(=O)Nc1ccc(C)cc1C
 : -4, 6%, -1, -5, 4%, -1%, 8, 18, 2%, 2%, -0.9%
CN(C1CCCCC1)S(=O)(=O)c1ccc(SCC(=O)C(C)(C)C)nc1
 : 15, /, /, 2, /, /, 20, /, /, -1%, 6.0%
CSC(SC)=C(C#N)C(=O)c1ccccc1
 : 10, /, -3, -5, -11%, /, -1, 4, 17%, -1%, -0.2%
Cc1ccc(-c2csc(NC(=O)c3ccccc3Cl)c2C(=O)O)cc1
 : 24, ?, -20, -24, 10%, 7%, -13, -4, /, 0%, -0.9%
CN1CCN(S(=O)(=O)c2ccc(-c3ccc(Cl)cc3)cc2)CC1
 : -13, 35%[activator], 4, -5, 0%, -3%, -16, 8, 18%, 0%, -0.4%
O=C(CNS(=O)(=O)c1ccccc1)NCC(=O)N1CCCCC1
 : 29, 0%, 3, 16, -13%, 4%, -1, -5, 6%, -6%, 0.0%
O=C(NCc1cccnc1)c1ccc(NC(=O)c2cccc([N+](=O)[O-])c2)cc1
 : 5, 18%, -1, 7, -1%, 2%, -6, 0, 0%, 1%, -0.1%
O=C(CNC(=O)C12CC3CC(CC(C3)C1)C2)N/N=C\c1ccccn1
 : -21, -6%, 1, -3, 14%, 15%, 23, 14, -3%, 0%, -2.0%
C=CCN(CC=C)C(=S)NC(=O)c1ccc(OC)c(Br)c1
 : 1, /, 2, -2, -20%, -3%, -39, /, -3%, 1%, -0.4%
COc1ccc(S(=O)(=O)NCc2nc3nc(C)cc(C)n3n2)cc1OC
 : 3, -3%, 1, 10, /, /, -5, -1, 0%, -1%, -0.7%
CC1=C(C(=O)OCc2ccccc2)C(c2ccc(N3CCOCC3)cc2)NC(=O)N1 (stereo not given)
 : 2, 9%, 0, 1, 24%, 4%, 8, 0, 8%, 4%, -0.6%
CC(=O)c1c(C)nc(Nc2nc(C)c3cc(C)ccc3n2)nc1C
 : 4, -1%, 0, 37[activator], -1%, -1%, -1, -1, -5%, 1%, 0.1%
CCC(CO)Oc1cc(NC(=O)c2cccc(OC)c2)c2ncn(C(C)C)c2c1 (stereo not given)
 : -6, /, /, ?, /, /, 1, /, /, 3%, -0.9%
CCN(CCCNC(=O)C1CCN(C(=O)c2cc3sccc3n2C)CC1)Cc1ccccc1
 : -10, /, /, 1, 3%, 7%, 37, 8, /, 0%, 1.0%
CC(C)c1ccc(-c2nc3c([nH]2)c(=O)n(C)c(=O)n3C)cc1
 : -2, -12%, -1, 15, 5%, -2%, -2, -1, 0%, 1%, -0.4%
O=C(COc1ccc(NS(=O)(=O)c2ccc(F)cc2)cc1)N1CCOCC1
 : 10, -22%, 1, 26, 0%, 0%, -1, 0, -6%, 7%, -0.8%
COc1ccc(-c2nc(-c3cccc(C(F)(F)F)c3)no2)cc1OC
 : 6, 3%, 0, -3, -3%, 3%, 12, 0, 4%, 1%, 0.0%
NS(=O)(=O)c1ccc(CCNc2nc(C(F)(F)F)nc3ccccc23)cc1
 : -30, 6%, -2, 11, -1%, -2%, -9, 4, -1%, -2%, 0.3%
COc1ccc(CCN(C)C2CCCN(C(=O)c3ccnn3C)C2)cc1OC (stereo not given)
 : -13, 2%, 0, 3, 1%, 3%, -13, 4, -2%, -1%, -0.6%
CC12CCC(C(=O)N(c3ccc(Cl)cc3)C1=O)C2(C)C (stereo not given)
 : 11, 6%, 0, -3, 2%, /, 6, 1, -1%, 1%, -3.7%
Cc1cccc(CSc2nc3ccncc3n2CC(=O)Nc2cc(C)cc(C)c2)c1
 : -25, 19%, 0, 5, 16%, /, 4, 6, -3%, 0%, 2.5%
O=C(NCc1ccccc1)Nc1cccn(Cc2ccccc2Cl)c1=O
 : 5, 7%, -24, 8, 1%, 5%, -9, ?, 2%, -8%, 4.7%

Record cards, from the list above. Screens in order: KCNH2 3.1 inh, Menin MLL FP TR, FBPA coupling cs, Giardia killer, CXXC DNA block, GALK inhibitor, KCNH2 WT inh, TRPV1 agonist, PKM2 activator, USP2a inh, B2AR arrestin
`CCC(CO)Oc1cc(NC(=O)c2cccc(OC)c2)c2ncn(C(C)C)c2c1` (stereo not given) as listed: -6, /, /, ?, /, /, 1, /, /, 3%, -0.9%
`CC(=O)c1c(C)nc(Nc2nc(C)c3cc(C)ccc3n2)nc1C` as listed: 4, -1%, 0, 37[activator], -1%, -1%, -1, -1, -5%, 1%, 0.1%
